# RORA act – activators of orphan receptor RORA, primary screen, cell-based, luminescence; Nuclear receptor ROR-alpha (Homo sapiens), P35398; CHO-K1 Gal4-RORA LBD luciferase reporter; percent increase over mock-subtracted basal signal; activation, % at 10 µM; 65,000 compounds, 1.5% hits; AID 560, 2006;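 active means activation above the mean of all tested compounds plus 3 SD, cut at about 49% in these data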;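 further: 0% = DMSO-treated RORA cells and 100% = added signal equal to DMSO minus mock-transfected cells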
# Target sequence (P35398 whole entry, looked up, the tested form may be a part): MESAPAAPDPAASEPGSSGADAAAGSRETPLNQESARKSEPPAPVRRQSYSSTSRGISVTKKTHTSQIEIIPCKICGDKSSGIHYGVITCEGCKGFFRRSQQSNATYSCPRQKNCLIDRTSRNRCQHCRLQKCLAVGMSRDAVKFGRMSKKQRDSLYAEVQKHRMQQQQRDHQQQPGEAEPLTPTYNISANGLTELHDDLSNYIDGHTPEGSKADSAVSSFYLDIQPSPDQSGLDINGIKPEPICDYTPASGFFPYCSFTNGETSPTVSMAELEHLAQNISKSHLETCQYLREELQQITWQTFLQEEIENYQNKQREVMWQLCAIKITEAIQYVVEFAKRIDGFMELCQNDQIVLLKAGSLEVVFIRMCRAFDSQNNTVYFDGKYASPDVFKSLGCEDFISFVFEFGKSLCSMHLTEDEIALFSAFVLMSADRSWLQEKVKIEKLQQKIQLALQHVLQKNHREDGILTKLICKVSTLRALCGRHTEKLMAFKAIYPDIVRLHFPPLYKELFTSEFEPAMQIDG
# ROCK2 inh – inhibitors of human ROCK2 kinase, primary screen, biochemical, high-throughput, luminescence; inhibition, % at 6 µM; purified ROCK2, Kinase-Glo ATP depletion luminescence; 60,000 compounds, 0.35% hits;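 active means inhibition above the screen-wide mean inhibition plus 3 SD, cut at about 18% in these data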;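 further: plate controls were DMSO wells for no effect and Y-27632 control wells after no-enzyme background subtraction for full effect; many of its hits are not listed in these tables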
# AP ELISA ortho – alternative complement pathway inhibitors, primary screen, biochemical, ELISA, human serum, orthogonally pooled compounds | inhibition, % at 5 µM | LPS-coated ELISA, C3 deposition; tested in compound mixtures | 62,000 compounds, 0.08% hits;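 active means inhibition above 30% in each of the two pooled mixtures holding the compound, so the lower value exceeds 30%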;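 further: 0% = serum in Mg-EGTA without compound and 100% = EDTA serum blank; some compounds past the cut are filed as inactive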
#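 Assay system: human serum alternative complement pathway, C3 deposition on LPS-coated wells; Dosing: 5 µM per compound in ten-compound mixtures; Detection: Anti-C3 ELISA, OD 450 nm; Buffer or medium: Mg2+-EGTA GVB++ buffer containing human serum at 1:15 dilution; Timing: 1 h at 37 °C; Replication: two different pools per compound.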
# CatB mix inh – cathepsin B inhibitors from pooled compounds, primary screen, biochemical, compound mixtures, AMC fluorescence; P07858; Purified cathepsin B, AMC dipeptide fluorescence; inhibition, %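 (ten-compound pools at 5 µM per compound and 50 µM total)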; 62,000 compounds, 0.06% hits; in the data active means inhibition above about 22%, passing the limit was not always enough;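 further: 0% = enzyme without compound and 100% = no enzyme blank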
# PKA inh – inhibitors of human PKA kinase activity, primary screen, biochemical, ATP-depletion luminescence, Kemptide substrate; PKA Kemptide phosphorylation, Kinase-Glo ATP luminescence; inhibition, % at 6 µM; 65,000 compounds, 0.1% hits; cAMP-dependent protein kinase catalytic subunit alpha (Homo sapiens), P17612;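 active means inhibition above the screen-wide mean inhibition plus 3 SD, cut at about 21% in these data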; further: many of its hits are not listed in these tables
# JNK3 inh – JNK3 kinase activity inhibitors, primary screen, biochemical, human, purified enzyme. Mitogen-activated protein kinase 10 (Homo sapiens), P53779. HTS. inhibition, % at 8 µM. 60,000 compounds, 0.61% hits. AID 746, 2007; in the data active means inhibition above about 17%;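 further: 0% = DMSO and 100% = reference inhibitor; many of its hits are not listed in these tables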
# Target sequence (P53779 whole entry, looked up): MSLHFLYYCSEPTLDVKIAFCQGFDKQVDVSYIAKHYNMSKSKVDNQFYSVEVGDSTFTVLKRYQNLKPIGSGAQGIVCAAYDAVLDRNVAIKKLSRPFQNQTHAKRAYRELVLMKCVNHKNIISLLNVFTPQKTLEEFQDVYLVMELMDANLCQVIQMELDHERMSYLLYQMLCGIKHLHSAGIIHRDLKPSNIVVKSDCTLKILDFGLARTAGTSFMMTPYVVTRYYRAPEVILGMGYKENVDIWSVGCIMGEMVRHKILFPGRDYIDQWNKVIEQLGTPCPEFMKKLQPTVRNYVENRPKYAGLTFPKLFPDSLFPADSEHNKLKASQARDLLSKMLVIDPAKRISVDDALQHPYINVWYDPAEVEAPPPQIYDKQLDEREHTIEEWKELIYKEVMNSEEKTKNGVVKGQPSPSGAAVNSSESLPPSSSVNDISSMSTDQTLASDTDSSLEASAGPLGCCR
# CatS block – inhibitors of human cathepsin S, biochemical, compound mixtures; recombinant cathepsin S, AMC dipeptide fluorescence, pooled mixtures; AID 501, 2006; inhibition, %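 (tested at 5 µM per compound within 10-compound mixtures)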; 62,000 compounds, 0.06% hits; P25774; in the data active means inhibition above about 32%, passing the limit was not always enough;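 further: 0% = enzyme without compound and 100% = blank without enzyme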
# E coli RNAP – E. coli RNAP inhibitors, biochemical | DNA-directed RNA polymerase subunit beta (Escherichia coli (strain K12)), P0A8V2 | E. coli RNA polymerase, fluorescence transcription assay | inhibition, %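 (tested at 10 µM)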 | 62,000 compounds, 0.2% hits | AID 559, 2006; in the data active means inhibition above about 20%;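 further: 0% = enzyme without compound and 100% = no enzyme blank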
# CatB block – human cathepsin B inhibitors, primary screen, biochemical, fluorogenic substrate; purified cathepsin B, fluorescence; inhibition, %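 (tested at 10 µM)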; 63,000 compounds, 0.1% hits; in the data active means inhibition above about 21%;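 further: 0% = enzyme with no compound and 100% = no enzyme blank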
# Starred values were filed as active, the others as inactive; · = no result given.
SMILES,RORA act,ROCK2 inh,AP ELISA ortho,CatB mix inh,PKA inh,JNK3 inh,CatS block,E coli RNAP,CatB block
CS(=O)(=O)N1CCC(C(=O)NCc2ccc(F)cc2Cl)CC1,-18.1,3.7,3.8,4.1,9.4,1.9,4.9,-0.7,-2.9
O=C1CC(c2ccco2)CC2=C1C=Nc1ccccc1N2 (stereo not given),3.2,3.0,8.2,-4.6,8.7,0.9,0.4,8.5,0.8
COc1ccc(-c2nnc(SCC(=O)/C(C#N)=C(\C)N)o2)cc1,-9.8,-9.9,19.5,3.4,0.9,0.0,-12.7,0.5,6.9
COc1ccc(N(C)S(=O)(=O)c2cccc(C(=O)NC3=NCCS3)c2)cc1,-7.1,·,-0.6,3.3,9.7,·,-5.5,6.4,4.6
COc1ccc(S(=O)(=O)Cc2ccc(C(=O)N3CCN(c4ccc(Cl)cc4)CC3)o2)cc1,2.8,2.7,13.4,2.4,11.4,2.9,2.8,0.2,2.2
Cc1ccc2c(C)c(C(=O)Nc3nnc(C)s3)oc2c1,17.6,-0.1,-9.5,2.1,3.7,-9.3,3.8,3.3,-2.0
O=C(COc1ccccc1O)c1cccs1,29.4,3.6,-17.5,1.2,7.5,-1.3,6.8,-6.2,9.2
Brc1ccc(NCc2nnc3n2CCCCC3)cc1,-19.9,1.1,4.7,1.7,0.5,-7.0,5.4,-3.0,2.2
Cc1ccc2c(c1)C(CCN)C(=O)N2Cc1ccccc1 (stereo not given),-4.9,2.1,-5.9,2.2,7.0,4.0,14.4,1.4,2.1
O=C(Cn1cnc2ccccc21)NCCCN1CCOCC1,-0.1,5.5,6.3,5.7,7.8,2.0,7.2,9.2,6.1
COc1ccc(CCNC(=O)C2(C)CCC(=O)N2CCC(C)C)cc1OC (stereo not given),-18.3,-0.3,2.8,7.1,6.6,-4.6,8.1,3.0,6.5
O=S(=O)(Nc1ccc2c(c1)OCCO2)c1cnc[nH]1,-15.7,4.0,12.5,-3.2,7.2,-7.6,-5.5,1.8,5.8
CCC(=O)Nc1ccc(-c2nnc(SCC(=O)Nc3nccs3)n2C)cc1,-7.7,-1.2,1.8,1.0,-4.2,0.6,3.4,-0.9,-0.6
CCOC(=O)CC(=O)Nc1ccc(Br)cc1C(=O)O,-17.1,3.5,-1.7,0.9,6.3,1.9,10.8,7.9,·
c1nnc2c3c4c(sc3ncn12)CCCC4,8.8,2.4,-3.8,-2.8,0.6,-4.6,12.6,1.7,-0.6
CCCN(CCC)C(=O)C1CCN(c2cc(C)nc3c(-c4ccc(OC)c(OC)c4)c(C)nn23)CC1,-7.3,2.0,14.1,1.6,1.7,-1.4,-4.4,3.6,0.4
Clc1ccc2c(c1)CNc1c(ncnc1N1CCOCC1)O2,-8.2,10.6,8.4,-0.4,5.2,3.7,-9.4,4.0,-1.2
CNCc1cc2ccc(C)cc2[nH]c1=O,-7.3,5.5,8.5,5.5,8.5,-5.2,0.1,11.6,2.1
Nc1ccc2c(C(F)(F)F)cc(=O)oc2c1,17.8,0.2,-5.3,-3.5,1.3,-2.0,-3.3,-13.2,-12.1
CCOC(=O)c1sc(NC(=O)C2CCCO2)c(C(=O)OCC)c1C (stereo not given),-1.1,6.0,9.7,0.5,8.9,-2.2,-3.1,1.8,-0.3
O=c1cc(O)c2c(=O)n3c4c(cccc4c2o1)CCC3,3.4,0.6,12.7,-0.9,6.4,-4.2,0.4,-4.2,5.5
Cc1cccc(NS(=O)(=O)c2ccc(C)c(C(=O)OCC(=O)Nc3cc(C)on3)c2)c1,-3.8,·,-9.9,-2.7,6.4,·,-2.1,0.4,-0.3
CC1=CC2=C(OC1N(C)C)c1cccc3cccc(c13)C2=O (stereo not given),8.0,4.0,18.2,-3.9,-0.1,2.2,-6.0,-13.7,-3.1
CCCn1c(SCC(=O)Nc2cccc(C(=O)OCC)c2)nnc1-c1ccoc1C,11.4,-1.8,20.9,5.9,0.8,2.9,-4.1,8.7,2.1
Cc1ccc2c(c1)nnn2C1CCN(S(=O)(=O)c2ccc(C(=O)N3CC(C)CC(C)C3)cc2)CC1 (stereo not given),14.4,0.7,12.2,1.0,4.2,-5.7,4.6,0.6,5.5

# The list goes on:
SMILES,RORA act,ROCK2 inh,AP ELISA ortho,CatB mix inh,PKA inh,JNK3 inh,CatS block,E coli RNAP,CatB block
O=C(CSc1nc2ccccc2n1CC(=O)NCc1ccccc1)NCc1ccco1,-7.3,4.6,24.4,4.6,6.6,0.8,-8.9,1.3,-1.1
CCCCOCCCNC(=O)CN1C(=O)c2ccccc2C1=O,·,·,5.7,3.9,·,·,13.0,1.6,1.3
COc1cc(C2C(C(N)=O)=C(C)Nc3nc(CCCO)nn32)cc(OC)c1OC (stereo not given),-4.6,-2.2,18.6,-0.6,6.2,-18.0,-6.4,6.4,0.7
COc1ccc(-c2csc(C3=C(O)CN(Cc4ccc(S(N)(=O)=O)cc4)C3=N)n2)cc1OC,-16.1,·,13.4,-2.1,-2.2,·,-4.2,-9.0,-0.9
CCC(Sc1ncccc1C(=O)OCCN1CCCC1=O)C(=O)NCc1ccco1 (stereo not given),6.1,2.1,-4.0,-3.4,7.4,-7.7,0.7,-2.3,-2.8
O=C(NCCc1ccc(S(=O)(=O)N2CCCC2)cc1)c1cccs1,-23.9,1.1,18.8,0.3,-0.6,0.2,-2.5,4.3,-4.2
CCCC(=O)Nc1cc(C)c(NC(=O)C23CC4CC(CC(C4)C2)C3)cn1,-7.4,-1.1,15.7,1.2,-2.8,0.6,7.9,3.6,0.7
CCOC(=O)C1CCCN(C(=O)C2CCN(S(=O)(=O)N3CCC4(CC3)OCCO4)CC2)C1 (stereo not given),9.3,2.5,-3.2,-1.2,8.1,-12.4,-6.2,-4.8,0.5
COC(=O)CSc1nnc(-c2ccccc2OC)o1,-1.7,2.3,-19.1,2.9,6.3,1.3,-3.0,-12.8,3.0
CCn1ncc(C2=NOC(C(=O)Nc3c(C)nn(Cc4ccc(F)cc4)c3C)C2)c1C (stereo not given),25.5,6.0,9.1,-2.7,8.3,-1.2,3.0,2.6,0.1
O=C(CSc1nnc(-c2ccc3c(c2)OCCO3)o1)NC1CCCCC1,3.2,2.0,-8.4,-0.8,1.7,1.7,-4.7,-2.2,3.2
CCOCCCNS(=O)(=O)c1ccc2c(c1)OCCO2,-12.3,-4.8,-7.3,-2.0,-2.1,-2.1,-2.6,4.1,4.6
COc1cc(OC)c(C2C3=C(CCCC3=O)Nc3nc4ccccc4n32)cc1OC (stereo not given),-12.2,1.3,6.4,0.3,-4.5,5.7,-4.1,-7.1,0.7
COc1ccccc1NC1=NCC(=O)N1Cc1ccccc1,-7.2,·,2.4,-1.3,5.4,·,1.7,2.0,2.0
CN1CC=C2C(C#N)=C(N)C(C#N)(C#N)C(Cc3ccccc3)C2C1 (stereo not given),-5.7,-2.0,-2.4,3.7,0.0,4.4,4.7,3.5,6.2
CC1CCN(c2nc3c(c(=O)[nH]c(=O)n3C)n2CCSc2nc3ccccc3o2)CC1,16.7,-1.4,·,·,9.7,3.2,·,·,·
COc1ccc(NC(=O)CSc2nnc(-c3cccnc3)n2Cc2ccco2)c(OC)c1,-14.7,3.9,-5.7,3.9,6.0,2.1,10.4,9.8,0.6
CC12C(=O)N(c3cccc4cccnc34)C(=O)C1C1C=CC2C1 (stereo not given),13.6,-2.0,20.4,3.7,-5.0,-1.8,3.0,6.5,2.0
C=C(C)Cn1c(Sc2nc3ccccc3[nH]2)nc2c1c(=O)[nH]c(=O)n2C,43.9,6.4,-11.2,-2.3,5.8,-2.4,-1.7,9.1,1.1
CC(C)Oc1ccc(C(CC(=O)O)NC(=O)C2CCCCC2)cc1 (stereo not given),9.0,4.4,10.0,3.9,4.3,3.2,-2.7,1.3,-0.8
CN(C)S(=O)(=O)N1CCN(c2cccc(Cl)c2)CC1,-10.8,7.0,9.2,-0.9,11.0,-1.0,13.5,-3.2,1.1
Clc1ccccc1-c1nnc2sc(-c3ccc4c(c3)OCO4)nn12,18.5,1.0,7.4,3.9,3.1,7.3,16.3,11.7,6.0
COCCN1C(=O)c2ccccc2C(C(=O)NCCCN2CCCC2)C1c1c[nH]c2ccccc12 (stereo not given),20.3,-2.3,10.9,4.6,-6.0,-7.2,0.9,-1.8,0.2
O=C(O)C(CC(=O)N1CCOCC1)NCc1ccccc1 (stereo not given),-7.2,-0.3,26.4,2.2,-1.7,1.2,-1.8,·,-0.3
COc1cc(-c2nnc3sc(Cc4ccccc4)nn23)cc(OC)c1OC,-14.0,2.8,5.8,2.0,-6.3,7.5,-10.2,7.3,-1.3

# Next entries:
SMILES,RORA act,ROCK2 inh,AP ELISA ortho,CatB mix inh,PKA inh,JNK3 inh,CatS block,E coli RNAP,CatB block
Cn1c(C(=O)NCc2ccco2)cc2c(=O)[nH]c3ccccc3c21,-13.6,-2.2,-4.7,5.7,4.8,46.9*,17.4,5.9,10.4
CCOC(=O)c1ccc(NC(=O)C(CC)CC)cc1,18.1,2.3,16.0,6.4,3.4,-5.9,6.5,10.4,1.3
Nc1ccc2c(c1)C(=O)N(CC1CCCO1)C2=O (stereo not given),3.8,6.3,17.0,7.7,0.5,2.3,1.8,3.6,-0.4
Cn1c(=O)[nH]c(=O)c2c1nc(CN1CCN(c3ccc(F)cc3)CC1)n2CCN1CCOCC1,-0.8,3.8,4.1,-2.9,13.4,6.5,-4.8,-2.5,6.3
Cc1nnc2ccc(N3CCN(c4cccc(C(F)(F)F)c4)CC3)nn12,7.9,-0.3,16.1,7.9,1.9,5.5,-0.2,6.4,-1.9
O=C(Nc1nc2c(s1)CCCC2=O)c1cnccn1,32.1,-0.8,13.3,6.1,-1.3,-8.6,1.2,6.2,-1.6
Cc1ccc(C)n1-c1ncn[nH]1,8.4,0.1,-2.1,-1.5,-1.9,0.2,13.5,2.3,0.8
C=CCn1c(=O)c2ccccc2n2c(SCc3csc(-c4ccccc4)n3)nnc12,11.0,5.2,3.3,0.0,5.7,-2.0,10.0,10.0,6.0
Cc1cccc(Cn2c(NCC(C)O)nc3c2c(=O)n(C)c(=O)n3C)c1 (stereo not given),12.3,5.5,5.8,3.4,3.5,2.2,4.3,5.3,-4.7
Cc1cc(NCCN2CCOCC2)n2ncc(-c3ccccc3)c2n1,66.0*,4.9,-11.9,-4.9,9.9,-5.6,-0.9,-2.7,0.4
O=C(CN(Cc1ccco1)C(=O)CNS(=O)(=O)c1ccc(Cl)cc1)NCc1ccc(F)cc1,-7.8,4.6,4.7,3.2,6.0,4.3,1.5,10.6,2.0
COc1ccc2c(CC#N)c[nH]c2c1,17.1,7.8,-8.9,-1.0,4.8,-7.0,3.1,·,0.0
O=C(Nc1nc2ccccc2s1)C1CCCO1 (stereo not given),42.6,5.5,-17.8,5.5,4.5,3.6,19.2,0.2,3.3
CCSc1nnc(NC(=O)CCn2c(=O)oc3ccccc32)s1,22.8,3.1,16.4,5.7,7.5,-0.8,17.1,8.5,3.2
CCCS(=O)(=O)N1CCN(Cc2ccc(OCc3ccccc3)c(OC)c2)CC1,12.7,-2.7,-21.2,3.9,6.6,5.3,26.7,4.7,6.4

# Bioassay records deposited in PubChem by several laboratories.

# These rows are one share of the data. The share of hits here may be higher or lower than overall.
